PTEN del growth: growth suppression of PTEN-null HCT116, primary screen, cell-based, CellTiter-Glo. HCT116 PTEN-null viability, 60 h; active compounds read low. viability, % at 10 µM. actives 1.2% (n = 140,000). AID 827, 2007;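 active means viability at or below a set limit, 4 SD under the median of all tested compounds, cut at about 3.7% in these data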;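 further: PTEN knockout HCT116 line with beta catenin targeted HCT116 as companion control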
Phagocytosis inh: inhibitors of macrophage phagocytosis, primary screen, imaging, J774A.1 cells, IgG beads. J774A.1 macrophage IgG-bead phagocytosis. inhibition, % at 5 µM. actives 0.07% (n = 110,000). AID 1029, 2008;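 active means inhibition above the mean of the plate negative controls plus 5 SD, cut at about 13% in these data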;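 further: phagocytic index as fraction of beads internalized from green versus red external bead signal; plate controls were DMSO negative control for no effect and cytochalasin-D positive control for full effect; some results beyond the cut were filed as inactive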
Yeast lifespan up: compounds extending yeast replicative lifespan, primary screen, S. cerevisiae, OD615; S. cerevisiae growth with nicotinamide; deaD strain in restrictive glucose medium; inhibition of the nicotinamide effect, % at 10 µM; actives 0.68% (n = 130,000); AID 775, 2007;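 active means inhibition above a set limit, placed 3 SD over the median of all compounds, cut at about 26% in these data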;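 further: 0% = nicotinamide-treated wells and 100% = cells grown without nicotinamide; some compounds called inactive have numbers as strong as hits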
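Measured by: optical density (absorbance) at 615 nm; System: modified budding yeast, DeaD strain; Medium: restrictive CSMM-D dextrose medium; Timing: 4 h preincubation then 48 h treatment at 30 °C.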
MRP-1 activ: H69AR viability gain despite doxorubicin, primary screen, MRP-1 activator project, H69AR cells, CellTiter-Glo; viability rescue; viability increase, % at 10 µM; actives 0.61% (n = 140,000); AID 799, 2007;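 active means viability gain under doxorubicin at or above a set limit, the compound median plus 3 SD, cut at about 4.7% in these data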;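 further: MRP-1 overexpressing cells given doxorubicin 25 µM after compound pretreatment; 18-22 h compound pretreatment then 72 h with doxorubicin before readout; 0% = doxorubicin-only wells and 100% = vehicle-treated cells without doxorubicin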
Yeast growth inh: growth inhibitors of yeast BB579 in restrictive medium, primary screen, yeast lifespan-shortening project, S. cerevisiae. OD615, 48 h. inhibition, % at 10 µM. actives 0.51% (n = 140,000). AID 804, 2007;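 active means inhibition above a set limit, 3 SD over the mean compound inhibition, cut at about 44% in these data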; further: inactives centre near -24
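test system = yeast BB579 (DeaD) | buffer or medium = restrictive CSMM-D medium | doses = single compound dose of 10 µM, 0.25% DMSO final | times = 4 h preincubation and 48 h exposure at 30 °C | technique = culture absorbance at 615 nm | benchmarks = amphotericin B 10 µg/mL, positive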
Measles CPE: compounds protecting cells from measles virus cytopathic effect, primary screen, measles RdRp inhibitor project, single point, MLSMR library, absorbance; AID 841, 2007; Measles virus-infected cells, CPE protection; actives 1.5% (n = 140,000); protection (pct of control), % at 4 µM; in the data active means protection mostly above about 24%, no sharp cut-off; inactive means mostly below about 26%; further: some compounds called inactive have numbers as strong as hits
NPY-Y2 antag: NPY-Y2 receptor antagonists, primary screen, cell-based; Neuropeptide Y receptor type 2 (Homo sapiens), P49146; NPY-Y2 expressing cells, antagonist mode; inhibition, % at 2.7 µM; actives 0.99% (n = 140,000); in the data active means inhibition above about 17%;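 further: 0% = vehicle with agonist challenge and 100% = reference antagonist with challenge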
Target sequence (P49146 whole entry, looked up): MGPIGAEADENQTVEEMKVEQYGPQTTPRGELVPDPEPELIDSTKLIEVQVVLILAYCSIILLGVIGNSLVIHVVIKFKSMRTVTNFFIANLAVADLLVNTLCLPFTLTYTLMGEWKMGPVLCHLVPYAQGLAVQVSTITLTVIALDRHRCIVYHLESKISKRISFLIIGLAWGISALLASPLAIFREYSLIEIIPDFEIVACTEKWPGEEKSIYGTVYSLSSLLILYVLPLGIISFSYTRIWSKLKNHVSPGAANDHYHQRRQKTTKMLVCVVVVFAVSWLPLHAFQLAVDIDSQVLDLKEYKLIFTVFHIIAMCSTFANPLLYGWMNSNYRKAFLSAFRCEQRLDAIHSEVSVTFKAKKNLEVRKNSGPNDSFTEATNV
GALR2 blocker: GALR2 antagonists in receptor-expressing cells, primary screen; Galanin receptor type 2 (Homo sapiens), O43603; antagonist mode; inhibition, % at 4 µM; actives 0.39% (n = 140,000); in the data active means inhibition above about 27%;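 further: cells stimulated with galanin 1-16 at roughly its EC80; 0% = agonist challenge control and 100% = basal control without agonist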
Target sequence (O43603 whole entry, looked up): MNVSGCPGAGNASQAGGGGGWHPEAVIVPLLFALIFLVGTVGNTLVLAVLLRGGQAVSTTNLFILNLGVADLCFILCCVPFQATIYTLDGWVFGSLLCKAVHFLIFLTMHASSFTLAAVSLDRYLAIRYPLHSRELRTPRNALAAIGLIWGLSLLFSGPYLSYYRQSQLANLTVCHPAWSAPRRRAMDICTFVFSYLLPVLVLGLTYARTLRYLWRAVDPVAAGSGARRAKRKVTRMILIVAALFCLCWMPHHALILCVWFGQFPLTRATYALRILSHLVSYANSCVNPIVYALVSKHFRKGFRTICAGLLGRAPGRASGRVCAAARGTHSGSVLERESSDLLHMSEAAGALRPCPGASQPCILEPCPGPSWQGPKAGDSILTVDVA
E-sel TNF inh: E-selectin induction blockers in HUVEC – imaging, immunofluorescence, high content, primary screen | inhibition, % at 2 µM | AID 1246, 2008 | actives 0.71% (n = 120,000) | HUVEC TNFa-induced E-selectin immunofluorescence;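 active means inhibition above the batch mean plus 3 SD, and confirmed as a hit on visual image review, cut at about 43% in these data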;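 further: 0% = TNF-stimulated DMSO wells and 100% = unstimulated control wells; not every result past the cut was called active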
HCT116 bCat-KO: primary screen for growth suppressors in beta-catenin knockout HCT116 cells (colon tumor, human). HCT116 beta-catenin knockout viability, CellTiter-Glo, 60 h; active compounds read low. viability, % at 10 µM. actives 1.5% (n = 140,000). AID 818, 2007;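 active means viability at or under a set limit, the compound median less 4 SD, cut at about 6% in these data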;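 further: 0% = Hyamine 1622 control at 20 µM and 100% = untreated cell control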
* hit, by the source's call; · = not tested or not shown.

structure	PTEN del growth	Phagocytosis inh	Yeast lifespan up	MRP-1 activ	Yeast growth inh	Measles CPE	NPY-Y2 antag	GALR2 blocker	E-sel TNF inh	HCT116 bCat-KO
Cc1cc(C(=O)COC(=O)Cc2n[nH]c(=O)c3ccccc23)c(C)n1-c1ccc2c(c1)OCCO2	46.5	-11.5	-3.8	-2.2	-33.3	10.0	4.7	6.2	·	66.9
Cc1ccc(NC(=O)C(C)c2ccc(-c3ccccc3)c(F)c2)cc1 (stereo unspecified)	40.4	-1.1	-7.6	-0.6	-27.6	17.5	8.2	5.8	-12.8	31.4
O=S(=O)(c1ccc(Oc2ccc3oc4ccccc4c3c2)nc1)N1CCCC1	90.0	-0.2	-13.1	-1.4	-63.0	4.4	4.2	8.1	-30.8	95.6
CN1CCN(C2=C(Cl)C(=O)N(c3ccc(Cl)cc3)C2=O)CC1	76.2	0.8	-3.4	2.2	-37.0	19.0	1.3	9.9	-21.6	82.7
CC1=N/C(=C\c2ccc3c(c2)OCO3)C(=O)N1c1ccc(C(=O)O)cc1	105.5	-6.5	-3.1	-2.2	22.6	40.5	0.7	-13.4	·	95.5
CCOC(=O)N1CCN(c2c(NCCc3ccc(OC)c(OC)c3)c(=O)c2=O)CC1	94.5	-0.1	-3.8	0.2	-40.3	14.9	1.0	-4.2	-3.4	96.8
CCC1CCCCN1CCNC(=O)C1CCN(S(=O)(=O)c2c(C)noc2C)CC1 (stereo unspecified)	105.2	-0.7	-11.5	-0.6	-32.2	2.2	6.9	6.4	-0.7	98.5
Cc1cc2c(c(=O)o1)C(C(C)C)C(C#N)=C(N)O2 (stereo unspecified)	97.8	-0.8	-9.1	-1.3	-26.2	9.1	-0.5	9.1	-3.7	91.7
Cc1nc(SCC(=O)N2CCc3ccccc3C2)c2c(C)c(C)sc2n1	83.5	-0.5	-8.5	-0.7	-1.6	13.0	10.3	3.6	37.5	96.6
Cc1nnc(NC(=O)CCC(=O)NCc2ccco2)s1	94.9	0.2	-4.0	-0.1	-1.8	3.7	-1.2	-3.3	·	100.2
COc1cccc(/C=N/NC(=O)CN2CC(c3ccccc3)CC2=O)c1O (stereo unspecified)	37.8	0.4	3.0	4.2	-34.4	10.8	0.8	7.4	-3.3	22.8
O=C(Cn1c(=O)oc2cc(S(=O)(=O)N3CCOCC3)ccc21)N1CCc2ccccc2C1	102.6	-0.5	-11.7	0.1	-16.3	1.4	-0.5	-3.0	-17.0	107.7
O=C1C2C3C=CC(C2C(=O)N1CCCO)C1C2C(=O)N(CCCO)C(=O)C2C31 (stereo unspecified)	105.2	1.1	-8.0	0.4	-9.7	5.8	3.2	10.2	1.6	93.8
COc1ccccc1C(=O)NNC(=S)NC(=O)c1sc2ccccc2c1Cl	20.8	-1.8	-3.4	-3.5	2.8	4.6	0.0	-1.8	8.0	28.1
O=C(Nc1ccccc1N1CCN(C(=O)c2ccccc2)CC1)c1cc2ccccc2o1	77.0	1.3	4.5	-3.0	-32.2	11.4	3.0	12.3	-20.3	74.0
Cc1ccc(NC(=O)CCc2c(C)nc3ncnn3c2C)nc1	95.6	·	-10.5	-1.3	-39.7	2.9	-3.1	-7.1	-14.2	86.2
CCN(CC)C(=O)c1csc(Nc2ccc(C)cc2)n1	102.2	-0.6	-12.9	-0.2	-80.4	9.1	-1.9	2.2	-0.5	104.7
O=C(c1ccc(Cl)c([N+](=O)[O-])c1)N(Cc1ccc(Cl)cc1)C1CCS(=O)(=O)C1 (stereo unspecified)	61.7	-2.0	-2.8	-5.2	-6.9	11.9	1.5	-3.7	19.9	18.3
C=CCN=c1sc(C(=O)OC)cc(=O)n1CC=C	87.7	-2.5	9.9	-4.5	-12.8	1.1	0.8	6.9	·	95.4
Cc1[nH]c(=O)[nH]c(=O)c1S(=O)(=O)N1CCC(C(=O)N2CCN(Cc3ccccc3)CC2)CC1	112.8	-1.5	4.1	1.2	-52.5	10.1	2.7	-12.1	9.1	92.1
c1ccc(COc2ccc(OCCN3CCCCC3)cc2)cc1	81.6	1.0	-2.7	-2.5	-42.0	2.1	7.6	-1.0	5.5	72.8
Cc1ccc(OCCCC(=O)NCc2ccco2)cc1	86.7	·	-18.4	-4.5	-9.2	10.2	2.2	-0.3	23.9	101.9
COc1ccc(CCNC(=O)c2nnc(Cc3c(F)cccc3Cl)o2)cc1OC	84.6	-3.0	4.4	-3.8	-52.8	5.9	2.5	-20.0	38.9	73.2
O=C1Nc2ccccc2C12OCCCO2	93.7	1.8	-21.1	-2.8	-29.7	5.5	2.6	4.2	27.5	94.3
CCOC(=O)c1cnc2ccc(C)cc2c1Sc1ccccc1	74.5	-0.7	-6.1	-4.5	18.9	13.0	11.5	-4.3	·	69.5
Nc1c(Cl)ncnc1N/N=C/c1ccnc2ccccc12	97.3	-2.5	0.3	2.8	-12.7	12.5	-1.2	6.4	·	95.7
CCn1c(Cc2ccccc2)nnc1SCC(=O)Nc1ccccc1N1CCOCC1	91.0	·	·	-3.1	-21.2	12.7	3.9	-4.2	41.1	94.2
CC(=O)c1cccc(NS(=O)(=O)c2ccc(N/C=C\C(=O)c3ccc(F)cc3)cc2)c1	22.8	1.0	-11.1	-2.4	-33.7	7.9	-0.9	-13.9	-18.8	15.1
CCOC(=O)/C(C(N)=NC(C)C)=C(\O)c1ccccc1	91.6	·	-8.2	-1.5	-22.0	1.9	2.7	-17.4	-10.8	93.7
Cc1cc(C)cc(N(C(=O)CNC(=O)c2ccco2)C(C(=O)NC2CCCC2)c2cccnc2)c1 (stereo unspecified)	91.1	-0.7	0.5	-1.9	-32.7	2.5	2.7	6.0	-19.6	89.4
O=C1Nc2c(c(=O)[nH]c(=O)n2-c2ccccc2F)C(C(F)(F)F)(C(F)(F)F)N1	98.9	·	·	-1.9	-47.2	5.9	-0.1	-3.5	-2.8	81.1
COc1cc2c(cc1OC)CN(C(=O)CC1CC3CCC1C3)CC2 (stereo unspecified)	86.1	-1.4	-10.2	-0.1	6.0	3.3	4.4	-9.1	·	96.4
Cc1ccc(N2CCN(C(=O)CN3C(=O)c4ccccc4C3=O)CC2)cc1	94.3	·	-8.2	-1.2	-29.4	4.7	0.8	5.9	-51.0	99.4
O=C(Nc1cccc2c1CCCC2)C1CCCN(S(=O)(=O)c2cccc3nonc23)C1 (stereo unspecified)	55.8	0.0	-4.5	-4.3	-42.3	11.7	0.2	-18.7	19.6	66.8
COC(=O)N1CCN(c2ccc(C(C)=O)cc2)CC1	90.8	-3.1	-11.2	-3.1	12.2	5.5	-0.2	7.1	1.6	98.9
O=C1/C(=C/c2cccs2)COc2ccccc21	43.6	-16.3	-6.8	-5.3	-44.3	19.1	3.8	6.0	2.2	48.8
N#CCCS(=O)(=O)c1nnnn1-c1ccccc1	·	-0.5	·	·	·	·	1.4	58.5*	42.8	·
C#CC[N+](C)(C)CCCCCCCCC	15.7	4.7	6.4	-3.3	-2.9	45.5	0.5	-0.8	·	20.1
O=C(NNC1CC(=O)N(c2cccc(Cl)c2)C1=O)c1cccs1 (stereo unspecified)	101.3	·	3.2	-0.3	-33.4	12.3	2.8	7.0	·	88.9
CCOc1ccc(NC(=O)C2CC(=O)N(CC)C(=Nc3ccc4c(c3)OCO4)S2)cc1 (stereo unspecified)	100.9	-1.1	-0.9	0.1	-39.8	7.5	-0.8	-9.8	-0.3	94.6
Cc1ccc(Nc2nc(N)nc(CSc3nccn3C)n2)c(C)c1	100.7	-1.4	-7.7	-2.6	-38.0	20.5	1.6	-3.2	7.3	92.0
CCOC(=O)c1ccccc1NC(=O)COC	98.0	1.1	-15.1	-0.2	2.3	14.6	1.3	0.2	-26.7	91.8
CCC(=O)c1cc(F)c(N2CCN(S(=O)(=O)c3ccccc3)CC2)cc1C	84.5	0.2	-2.3	-2.4	-48.0	23.2	2.1	-15.8	15.9	89.8
CCCN(CCC)C1=CC(=[N+]2CCCC2)CC(C)(C)C1	11.3	0.5	6.6	-1.3	-21.0	2.1	24.2*	1.4	·	12.4
C#CC(CO)N(CCN(Cc1ccccc1)C(C#C)CO)Cc1ccccc1 (stereo unspecified)	59.6	-1.9	-0.7	-4.9	-9.6	3.3	12.6	-18.0	2.5	60.7
CSCCC(NC(N)=O)C(=O)NCC1CCCCC1 (stereo unspecified)	106.3	-1.9	0.8	-0.2	-33.6	13.4	2.4	-11.6	14.8	86.8
Nc1nc(Cl)cc(N2CCOCC2)n1	93.8	·	-10.8	-0.8	-30.7	7.2	0.5	-0.8	12.5	91.5
COCC(C)n1c(SCc2ccc(C(=O)OC)o2)nc2ccccc2c1=O (stereo unspecified)	81.3	0.7	-6.5	-0.3	-24.4	5.6	4.6	1.4	·	83.0
COc1ccc([N+](=O)[O-])cc1NC(=O)Cc1ccc(C)cc1	79.0	·	-5.4	-2.8	-16.8	34.0	0.0	10.0	-1.8	90.0

High-throughput results as filed in PubChem.
